# Source: PubChem BioAssay (several laboratories)
# OPRM1-OPRD1 ag – agonists of human mu-delta opioid receptor heterodimerization | P35372+P41143 | cells, OPRM1-OPRD1 heterodimerization, luminescence | activation, % at 9.3 µM | 340,000 compounds, 0.3% hits; in the data active = activation above about 18%;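 note: 0% = vehicle-treated cells and 100% = reference agonist; values of inactives mirror those of a sister screen read the other way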
# HTR5A inv ag – HTR5A inverse agonism, opioid heterodimer counter-screen. HTR5A cell line, luminescence. 340,000 compounds, 0.083% hits. P47898. AID 504634. inhibition, % at 9.3 µM; in the data active = inhibition mostly above about 23%, no sharp cut-off; inactive = mostly below about 18%;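 note: 0% = cells with DMSO and 100% = no-cell wells with DMSO; some compounds called inactive have numbers as strong as hits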
# phage Ecoli inh – E. coli growth loss with phage present; inhibition, % at 11.9 µM; growth absorbance; 360,000 compounds, 0.26% hits; AID 651602; in the data active = inhibition above about 11%
# PfHsp90 yeast 2 – inhibits growth of yeast expressing Plasmodium falciparum Hsp90; AID 504621; 310,000 compounds, 0.32% hits; S. cerevisiae expressing PfHsp90, BacTiter-Glo ATP, 48 h; yeast lacking PDR1 and PDR3 efflux regulators; inhibition, % at 9.4 µM;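 active = every replicate shows inhibition above about 80%, whatever the replicate mean, limit read from the data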;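 note: 0% = DMSO neutral controls and 100% = 20 µM radicicol positive controls; yeast relying on Plasmodium falciparum Hsp90 in place of its own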
# AddAB inh – less growth of phage-infected E. coli with AddAB. 330,000 compounds, 0.29% hits. AID 435030. E. coli expressing H. pylori AddAB, absorbance growth. inhibition, % at 11.9 µM; in the data active = inhibition above about 12%;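 note: 0% = vehicle wells of infected cells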
# PKA-R1A act – activates the PKA-R1A holoenzyme complex; P00514+P68181; PKA-R1A dissociation, Cy5-IP20 fluorescence polarization; scaled: DMSO 0%, 113 µM cGMP 100%; activation, % at 11.4 µM; 340,000 compounds, 0.083% hits; AID 504707;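 active = percent activation above the mean of all tested compounds plus 3 SD, cut at about 19% in these data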;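 note: higher means more PKAc released from R1A so a rise in polarization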
# E coli growth – counter-screen for AddAB inhibitors: E. coli growth inhibition. E. coli V3065 growth, OD600 absorbance, 18 h. 330,000 compounds, 0.27% hits. inhibition, % at 11.9 µM. AID 449728;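 active = inhibition above the campaign's mean inhibition across all tested compounds plus 3 SD, cut at about 9.9% in these data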;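 note: uninfected addAB+ strain grown without phage in ampicillin broth; 0% = DMSO wells and 100% = ciprofloxacin 0.95 µg/ml wells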
# HTR5A ag – activates human HTR5A in OPRM1-OPRD1 agonist counter-screen; P47898; 340,000 compounds, 0.61% hits; activation, % at 9.3 µM; HTR5A agonist assay, luminescence, cell-based; in the data active = activation mostly above about 9.5%, no sharp cut-off; inactive = mostly below about 7.6%;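 note: 0% = cells with vehicle only and 100% = reference agonist; strong numbers were not always called active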
# Pemphigus Ab inh – inhibitors of pemphigus antibody binding to human desmoglein-3; DSG3-coupled beads, scFv-anti-DSG3-GFP binding, flow cytometry; hits give low values; binding (percent of control), % at 10 µM; AID 588358; 310,000 compounds, 0.48% hits;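 active = binding more than 3 SD below its plate's average and above zero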;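 note: hits lower antibody fragment binding to DSG3; some compounds called inactive have numbers as strong as hits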
# Target sequence (P32926 whole entry, looked up, the tested form may be a part): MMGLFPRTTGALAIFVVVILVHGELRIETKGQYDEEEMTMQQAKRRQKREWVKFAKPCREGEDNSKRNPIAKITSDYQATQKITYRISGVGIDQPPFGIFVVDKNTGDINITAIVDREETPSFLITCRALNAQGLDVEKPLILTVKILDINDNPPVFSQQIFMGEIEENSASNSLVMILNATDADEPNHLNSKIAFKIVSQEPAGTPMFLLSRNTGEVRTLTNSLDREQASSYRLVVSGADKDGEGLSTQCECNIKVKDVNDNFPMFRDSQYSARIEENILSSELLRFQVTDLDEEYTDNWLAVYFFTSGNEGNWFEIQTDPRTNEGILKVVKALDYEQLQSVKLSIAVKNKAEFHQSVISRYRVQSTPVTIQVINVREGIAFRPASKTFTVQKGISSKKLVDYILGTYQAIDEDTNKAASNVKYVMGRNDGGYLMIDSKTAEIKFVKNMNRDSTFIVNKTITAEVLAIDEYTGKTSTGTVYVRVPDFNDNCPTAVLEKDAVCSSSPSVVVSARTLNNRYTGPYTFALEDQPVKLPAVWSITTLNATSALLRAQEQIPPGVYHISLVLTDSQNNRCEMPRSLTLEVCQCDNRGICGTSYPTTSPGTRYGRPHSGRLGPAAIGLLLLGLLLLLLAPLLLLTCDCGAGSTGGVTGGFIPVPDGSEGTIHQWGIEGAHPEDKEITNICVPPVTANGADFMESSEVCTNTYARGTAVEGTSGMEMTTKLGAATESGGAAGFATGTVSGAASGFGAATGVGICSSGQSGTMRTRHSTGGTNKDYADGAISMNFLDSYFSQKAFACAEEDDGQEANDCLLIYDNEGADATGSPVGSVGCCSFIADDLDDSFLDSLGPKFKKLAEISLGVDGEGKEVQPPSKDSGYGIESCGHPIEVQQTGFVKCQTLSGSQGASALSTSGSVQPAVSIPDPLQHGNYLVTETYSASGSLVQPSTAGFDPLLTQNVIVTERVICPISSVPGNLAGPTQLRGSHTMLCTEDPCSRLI
# MOR-DOR inv ag – inverse agonists of human mu-delta opioid receptor heterodimerization. P35372+P41143. cell-based MOR-DOR heterodimer luminescence, inverse agonism. inhibition, % at 9.3 µM. 340,000 compounds, 0.21% hits. AID 504357; in the data active = inhibition above about 22%, passing the limit was not always enough;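 note: 0% = cells with DMSO and 100% = wells without cells with DMSO; values of inactives mirror those of a sister screen read the other way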
# SUMO Mot1 rescue – SUMOylation pathway inhibition by Mot1-301 growth rescue; AID 2716; S. cerevisiae Mot1-301 growth rescue, ATP luminescence, 38.5C; percent above DMSO median, 100 means doubled; 320,000 compounds, 1% hits; growth rescue, % at 18.8 µM;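 active = every valid replicate shows activation above 250% relative to neutral control wells; inactive = the rest, any valid replicate at or below 250%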;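 note: OY570 slx delta 5 strain wells were the positive control but not used for scaling; some compounds called inactive have numbers as strong as hits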
# * = called active by the depositor; · = not tested or not shown. Compounds as they come, and some 3.2% of all compounds hit somewhere here.
# Start of the listing, in advance, 3 compounds:
SMILES,OPRM1-OPRD1 ag,HTR5A inv ag,phage Ecoli inh,PfHsp90 yeast 2,AddAB inh,PKA-R1A act,E coli growth,HTR5A ag,Pemphigus Ab inh,MOR-DOR inv ag,SUMO Mot1 rescue
CCOC(=O)CC1NCCc2c1[nH]c1ccc(OC)cc21 (configuration not stated),-0.1,10,0.8,-22,0.2,-2,1.7,-3,80,0,-14
CCOC(=O)/C(C#N)=C/c1c(N2CCN(c3cccc(Cl)c3)CC2)nc2c(C)cccn2c1=O,-1.8,-12,0.0,-12,·,-5,·,3,104,8,·
O=[N+]([O-])c1cc(Cl)cc2c1nc(NCCO)c1ccccc12,0.5,9,-0.7,-5,-2.2,3,-0.9,-2,90,-2,2

# The listing (from the top)
SMILES,OPRM1-OPRD1 ag,HTR5A inv ag,phage Ecoli inh,PfHsp90 yeast 2,AddAB inh,PKA-R1A act,E coli growth,HTR5A ag,Pemphigus Ab inh,MOR-DOR inv ag,SUMO Mot1 rescue
CCOC(=O)CC1NCCc2c1[nH]c1ccc(OC)cc21 (configuration not stated),-0.1,10,0.8,-22,0.2,-2,1.7,-3,80,0,-14
CCOC(=O)/C(C#N)=C/c1c(N2CCN(c3cccc(Cl)c3)CC2)nc2c(C)cccn2c1=O,-1.8,-12,0.0,-12,·,-5,·,3,104,8,·
O=[N+]([O-])c1cc(Cl)cc2c1nc(NCCO)c1ccccc12,0.5,9,-0.7,-5,-2.2,3,-0.9,-2,90,-2,2
COC(=O)c1ccc(/C=C/c2c(-c3ccc(OC)cc3)sc3ccccc23)cc1,0.8,4,4.0,18,0.1,-1,0.3,2,100,-5,-14
CCOc1ccc(-c2csc(NC(=O)c3ccco3)n2)cc1,-1.8,-7,0.0,-13,-0.7,-3,-2.4,2,124,9,-3
CCCCN(CC)CCCNC(=O)CC1Oc2ccccc2NC1=O (configuration not stated),-0.2,-29,1.9,1,1.1,8,2.2,3,98,1,-1
COc1ccccc1NC(=O)c1ccc(NC(=O)COC(=O)CC(NC(=O)c2ccccc2Cl)c2ccccc2)cc1 (configuration not stated),-1.4,14,1.9,-4,4.5,-1,0.1,-3,106,7,7
NC(=O)c1noc(C(=O)N(CC(=O)NC2CCCC2)Cc2ccc3c(c2)OCO3)c1N,-1.2,1,1.0,-19,1.7,13,-1.0,4,105,5,-1
CCn1c(CNS(=O)(=O)c2ccc(Br)cc2)nnc1SC,-1.1,5,-4.0,6,-2.4,1,0.2,-6,114,6,-7
O=C(NC1CCCCC1)C(c1ccc2ncccc2c1)N(Cc1ccc(F)cc1)C(=O)c1cccs1 (configuration not stated),-0.4,-18,2.0,-36,-1.2,2,-5.9,-2,·,2,10
CC(=O)c1c(-c2ccccc2)c2cc(Cl)ccc2n(C)c1=O,-0.3,-1,1.8,-29,2.2,5,1.5,3,110,2,15
COc1ccccc1NC(=O)c1ccc(NC(=O)COC(=O)CCC2CCCC2)cc1,2.5,-4,2.1,-9,-2.2,-2,0.9,3,98,-18,10
COc1cc(/C=C(\C#N)c2nc3ccccc3[nH]2)c([N+](=O)[O-])cc1OCc1ccccc1,1.9,14,2.3,12,3.0,2,0.7,-6,95,-9,7
CCC(=O)Nc1nc(C)c(-c2csc(Nc3cccc(C(=O)O)c3)n2)s1,-2.4,-6,3.7,-11,0.8,4,-1.6,2,117,13,-3
CC(=O)c1ccc(NC(=O)c2cccc(S(=O)(=O)N3CCN(C)CC3)c2)cc1,1.5,-2,1.7,20,1.7,5,0.8,0,120,-12,8
COc1cccc(NC(=O)c2oc3ccccc3c2NC(=O)C(C)(C)C)c1,9.7,-8,1.8,-26,3.2,-9,-2.0,-1,·,-52,-21
O=C1COc2ccc(C(=O)CSc3nnc(Cc4cccs4)n3-c3ccc(Cl)cc3)cc2N1,0.0,-7,2.5,54,-0.8,-6,-1.2,8,101,0,·
Cn1c(SCC(=O)Nc2ccc(Cl)cc2F)nnc1-c1ccco1,-0.3,-7,2.6,-7,1.4,-1,-1.8,3,·,2,-6
Cc1cc(C)n(CC(=O)NNC(=O)c2cccc(C(F)(F)F)c2)n1,-2.7,3,0.4,0,0.6,-8,-0.8,0,105,14,3
Cc1ccc(C)c(S(=O)(=O)NCc2cccnc2)c1,-1.9,-27,0.5,·,1.9,-1,2.2,-3,126,11,-14
O=C(NCCc1ccccc1)C1(c2ccccc2)CCCC1,-3.0,0,2.6,12,1.9,0,-1.3,0,114,15,-12
Cc1ccc(C([O-])=C(C(=S)NCc2ccccc2)[n+]2cccc(CO)c2)cc1[N+](=O)[O-],-1.3,-7,4.1,-29,·,-3,·,2,114,7,·
COc1cccc(CNC(=O)CCS(=O)(=O)c2cccc3nonc23)c1,0.5,20,3.7,13,1.0,-5,0.6,13*,·,-3,286*
O=C1CN(Cc2nc3cc(Cl)ccc3c(=O)[nH]2)CCN1,-1.9,-1,1.7,3,3.0,-4,4.0,0,98,10,-5
COc1ccccc1N1CCN(C(=O)C2CCCCN2S(=O)(=O)c2ccc(C)cc2)CC1 (configuration not stated),1.9,15,0.5,24,-0.6,-1,0.2,-6,85,-10,12
NC(=O)C(=O)N/N=C/c1c(F)c(F)c(F)c(F)c1F,0.5,-24,2.2,-6,2.7,-8,1.3,-5,103,-3,20
COc1ccc2c(c1OC)C(=O)OC2Nc1nc(-c2ccccc2)cs1 (configuration not stated),1.6,-6,2.1,8,0.0,-3,1.7,-4,95,-10,-15
COc1ccc(NS(=O)(=O)c2cccc(C(=O)NCC(c3ccccc3OC)N3CCCC3)c2)cc1 (configuration not stated),-0.5,-21,2.1,-1,4.2,8,-1.9,2,130,3,125
CCOC(=O)N1CCC(NC(=O)C(CC(C)C)NC(=O)C2CCC(C)CC2)CC1 (configuration not stated),-1.1,-16,2.4,71,-1.2,10,-0.7,0,·,7,11
NNc1nc(-c2ccccc2)c2cc(Cl)ccc2n1,0.4,15,1.7,9,-11,-20,1.0,2,101,-2,9
CCN1C(=O)N[C@@H](c2cccc(C(F)(F)F)c2)[C@H](C(C)=O)[C@H]1C,-1.8,-13,0.1,-18,0.5,-4,-1.4,3,96,10,-8
Cc1ccc2nc(SCC(=O)c3c(N)n(C)c(=O)n(C)c3=O)[nH]c2c1,1.2,-1,1.1,·,-0.1,-3,-0.8,-5,121,-6,·
O=C(Cc1ccccc1)Oc1coc(CSc2ncccn2)cc1=O,-0.6,12,0.5,13,3.7,5,0.9,0,92,3,1
O=C(Nc1ccccc1)c1cccnc1N1CCCC1,-2.5,-5,3.4,2,0.1,-13,-3.1,-3,·,14,-7
O=C(NCc1ccccc1)C1CCC1,0.0,8,1.5,-10,-1.1,-12,-2.6,-2,·,0,-8
CCOCCOC(=O)COc1ccc2c(=O)c(Oc3ccc(OC)cc3)coc2c1,-2.2,5,1.2,-7,-0.2,2,0.9,-1,88,13,4
Cc1ccc(NC(=O)NC(=O)c2cnccc2C(F)(F)F)c(C)c1,-1.7,-15,1.3,-9,3.3,-7,-1.0,3,105,8,-3
C[C@H](N)C(=O)NC[C@H]1O[C@@H](n2cnc3c(N)ncnc32)[C@H](O)[C@@H]1O,-3.0,4,1.3,30,1.4,-6,2.5,-1,101,15,·
CN(CC12CC3CC(CC(C3)C1)C2)C(=O)c1ccco1,-2.1,6,1.4,-32,-1.0,-10,0.6,-1,101,11,2
COCCN(CCOC)S(=O)(=O)c1ccc(C(=O)Nc2nc3c(s2)CCc2ccccc2-3)cc1,1.4,-48,1.0,3,5.6,-4,-0.7,6,102,-7,-2
COc1cccc(CC(=O)Nc2cc(S(=O)(=O)N3CCOCC3)ccc2N2CCN(C)CC2)c1,-2.3,9,-0.5,0,-0.2,-6,-1.2,-4,97,9,-11
CCn1c(CNC(=O)COc2ccc(C(C)C)cc2)nnc1SCC(=O)Nc1ccc(F)cc1,0.9,16,-0.4,-18,-0.8,-3,0.2,-7,102,-5,-5
CCOC(=O)C1=NNC(C(=O)c2ccccc2)C1c1ccc(OC)cc1 (configuration not stated),-4.5,18,0.5,-16,3.2,4,-0.2,0,102,19,9
CCCc1nc(SCC(=O)N2CCc3ccccc3C2)c2ccccc2n1,-0.8,-8,2.4,-6,0.6,-3,1.2,-3,125,4,-17
COc1ccccc1N1CCN(C2CCN(C(=O)COc3cccc(C)c3)CC2)CC1,-3.5,-6,2.4,18,1.4,-4,-2.1,-1,·,18,7
COCCn1c(N2CCCC2)nc2c1c(=O)[nH]c(=O)n2C,-2.3,3,2.9,-8,-1.5,4,0.6,-1,115,12,0
COc1ccc(C2=NN(CN3C(=O)C(=O)c4ccccc43)C(c3ccc(OC)cc3)C2)cc1 (configuration not stated),-6.4,27,1.8,-7,1.7,-11,-0.5,-9,86,44*,-2
N#Cc1cc(C#N)c(N2CCN(c3cccc(Cl)n3)CC2)nc1N,0.6,-7,2.8,-5,1.6,10,0.4,2,98,-3,14
Cc1cccc(NC(=O)COc2coc(CN3CCN(c4ccccc4)CC3)cc2=O)c1,-1.2,-28,4.3,·,-2.7,-12,-1.1,10,98,7,-4
N/C(=N\N=C\c1ccnc2ccccc12)SC1CC(=O)N(c2ccc(Br)cc2)C1=O (configuration not stated),-0.6,-3,2.7,-4,1.0,4,-0.2,-2,90,3,0
CCOc1ccc2ccccc2c1/C=N/NC(=O)c1ccncc1,-3.0,-36,0.5,3,-1.6,7,-2.3,9,119,15,9
Cc1ccccc1NC(=O)CSc1nc2cc3c(cc2cc1C)CCC3,0.9,-9,2.0,-6,1.8,1,2.4,-1,102,-5,-17
COc1ccccc1NC(=O)c1nnn(Cc2ccccc2)c1NC(C)=O,-2.3,-18,-0.9,9,0.9,-6,-0.9,-4,93,10,-13
Cc1ccc(SCCC(=O)N2CCOCC2)cc1,-1.3,9,1.3,16,3.2,-1,0.9,8,101,7,15
CC(C(=O)NCC(=O)Nc1ccc(F)c(F)c1F)N1CCN(c2ccc(O)cc2)CC1 (configuration not stated),4.4,8,2.3,0,-0.8,3,-1.2,-1,102,-18,3
Cc1noc(/C=C/c2ccco2)c1S(=O)(=O)N1CCC(C(=O)N2CCc3ccccc32)CC1,-0.3,-26,2.5,4,-1.7,-8,-2.0,9,94,2,-21
O=C(Cc1nc2ccccc2[nH]c1=O)c1ccc(Cl)cc1,4.0,-25,2.5,-2,2.1,0,-1.5,8,93,-21,6
NC(CSCc1ccccc1Cl)C(=O)O (configuration not stated),0.8,9,3.8,20,3.6,1,2.3,-4,92,-4,2
CCCn1c(-c2ccc[nH]c2=O)nc2ccccc21,-2.9,0,2.0,6,-0.2,-1,-2.8,0,98,15,2
CCOc1ccc(OCC)c(S(=O)(=O)N2CCOCC2)c1,-2.7,2,3.5,9,3.3,3,0.5,0,101,14,-27
COc1cc(C(=O)N2CCCCC2)ccc1OCC(=O)Nc1ccc(F)cc1,-2.3,1,1.9,-23,-0.6,7,0.5,3,108,9,-6
